Bioassay records deposited in PubChem by several laboratories.
MgcRacGAP inhibition: MgcRacGAP GTPase-activating activity inhibitors, confirmation, biochemical, ADP Hunter fluorescence; MgcRacGAP-stimulated Rac1 GTP hydrolysis, ADP Hunter fluorescence; higher % means a stronger effect; GST-tagged Rac1 F28L mutant substrate; inhibition, % at 30 µM; hits with a dose series show IC50 in µM; actives 0.6% (n = 340,000); AID 624330;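 active means first-screen hits whose inhibition reached a set limit at any dose in the follow-up dose series; inconclusive means inhibition above the set first-screen limit but never retested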;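 further: fluorescence reports GDP produced by GAP-driven GTP hydrolysis; strong numbers were not always called active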
RSV antiviral HEp-2: inhibition of RSV-induced cytopathic effect – HEp-2 cells, primary 10 µM value included (AID 2391); HEp-2 cells, RSV-induced CPE inhibition; higher % means a stronger effect; CPE inhibition, % at 10 µM; hits with a dose series show IC50 in µM; actives 0.13% (n = 310,000); in the data active means a potency from the dose series; inconclusive means CPE inhibition mostly from about 23% at the one dose, without a potency; inactive means the rest, 99 in 100 with CPE inhibition below about 21%; further: strong numbers were not always called active
T cell HTS: T cell immune modulation candidate; 2C CD8+ T cell-vesicle binding, flow cytometry; stronger effect = lower value; calls only at 7 µM; actives 0.068% (n = 330,000);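 active means response, share of CD8 T cells binding vesicles, and their 90th percentile fluorescence all below set limits, cut at about 80% in these data, passing the limit was not always enough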
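System: murine 2C transgenic CD8+ T lymphocytes; also added: QL9-loaded Drosophila micro-vesicles; times: binding 1.5 h at 37 °C; measured by: flow cytometry, PE anti-B7-1 (FL2) versus Alexa647 anti-CD8 (FL8), PFA-fixed; control set: Peptide-free naked vesicles (low) and QL9 vesicles with 0.7% DMSO vehicle (high)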
NTR1 agonist: agonists of NTR1, primary screen, imaging, U2OS cells, beta-arrestin-GFP, high content (AID 493036) | activation, % at 20 µM | P30989 | actives 0.17% (n = 330,000) | NTR1-U2OS beta-arrestin-GFP spot imaging, agonist mode;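 active means activation at or above 40% of the spot to cytoplasm intensity ratio, with at least 20 cells analyzed; inconclusive means wells under 20 cells, flagged as cytotoxic or low count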;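 further: 0% = DMSO without peptide and 100% = 100 nM NTR1 peptide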
Target sequence (P30989 whole entry, looked up): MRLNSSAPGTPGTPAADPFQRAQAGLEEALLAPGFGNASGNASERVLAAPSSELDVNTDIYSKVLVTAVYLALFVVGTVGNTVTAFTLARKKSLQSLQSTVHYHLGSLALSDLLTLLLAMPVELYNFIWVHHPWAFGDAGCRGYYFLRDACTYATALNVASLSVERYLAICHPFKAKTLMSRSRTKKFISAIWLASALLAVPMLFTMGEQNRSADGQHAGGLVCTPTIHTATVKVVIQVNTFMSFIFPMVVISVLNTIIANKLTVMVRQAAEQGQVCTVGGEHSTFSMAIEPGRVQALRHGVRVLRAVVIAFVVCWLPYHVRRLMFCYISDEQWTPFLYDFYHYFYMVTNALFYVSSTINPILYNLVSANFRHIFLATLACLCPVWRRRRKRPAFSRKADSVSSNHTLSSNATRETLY
UTI89 phage lysis: protection from phage-mediated lysis, alamar blue read-out – E. coli UTI89, K1F phage, bacterial capsule biogenesis inhibitors (AID 488966); actives 0.02% (n = 340,000); one-dose inhibition, % at 100 µM; IC50 in µM for titrated hits; E. coli UTI89 K1F phage lysis, alamar blue, 2 h; higher % means a stronger effect;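 active means phage lysis inhibition, versus mean bacterial control, above a set limit; inconclusive means no clear call, values can overlap the other calls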;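 further: capsule biogenesis inhibitors block K1F phage lysis so surviving cells raise fluorescence; higher fluorescence means more inhibition of phage lysis; actives were called in the ten point dose series up to 300 µM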
PhoP inhibition: inhibitors of PhoP regulon expression, primary screen, Salmonella Typhimurium, GFP reporter (AID 1863); S. Typhimurium PhoP-regulated promoter GFP reporter, 4 h; higher % means a stronger effect; inhibition, % at 50 µM, or IC50 in µM where a hit was titrated; actives 0.16% (n = 300,000);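 active means inhibition over 29.93%, a cutoff 3 SD above the screen mean, later confirmed by dose response; inconclusive means inhibition over 29.93% but no dose response follow-up; inactive means inhibition at most 29.93% or unconfirmed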;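 further: 0% = low Mg2+ inducing control and 100% = high Mg2+ repressing control; strong numbers were not always called active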
TNAP activators: stimulation of alkaline phosphatase TNAP activity – biochemical, luminescent, no phosphate acceptor, uHTS, primary screen (AID 1001) | purified TNAP, luminescent activation assay, no phosphate acceptor; higher activation fold means a stronger effect | one-dose activation fold at 20 µM; EC50 in µM for titrated hits | actives 0.03% (n = 200,000); in the data active means activation fold from about 3, or a potency from the dose series; inactive means the rest, 99 in 100 with activation fold below about 1.6; further: many of its hits are not listed in these tables
Myeloid diff MLP: compounds promoting myeloid differentiation; actives 1% (n = 360,000); ER-HoxA9 myeloid progenitors, lysozyme-GFP differentiation, flow cytometry; calls only at 10 µM;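 active means normalized GFP-positive differentiation at or above the plate's own cutoff, the solvent-only control mean plus 3 SD; inconclusive means no clear call, values can overlap the other calls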;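 further: cells exposed to compound for four days before flow analysis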
SV40 large T antigen: SV40 large T antigen inhibitors, biochemical (AID 1903); SV40 large T antigen ATPase/helicase inhibition assay; higher % means a stronger effect; inhibition, % at 20 µM; hits with a dose series show IC50 in µM; actives 0.39% (n = 310,000); in the data active means a potency from the dose series; inconclusive means inhibition mostly from about 32% at the one dose, without a potency; inactive means the rest, 99 in 100 with inhibition below about 32%; further: strong numbers were not always called active
T cell HTS vesicle-bound %: further read-out of T cell HTS, marked with its call; double positive events, %; measured here: CD8+ vesicle-bound cell fraction;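 binding gate set so that unloaded-vesicle control wells show 10% double positive cells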
NTR1 agonist cell count 20 µM: further read-out of NTR1 agonist, marked with its call; cell count; measured here: cell count, cytotoxicity flag
Myeloid diff MLP GFP+ MAC1+ %: second read-out of Myeloid diff MLP, no call of its own (marks repeat the call); GFP+ MAC1+ double positive, %; measured here: differentiation confirmed by MAC1 staining
Starred values were filed as active, the others as inactive; i = inactive; u = inconclusive; x = no result given; + = active, no number; [ ] = another dose, or the depositor's remark.

SMILES	MgcRacGAP inhibition	RSV antiviral HEp-2	T cell HTS	T cell HTS vesicle-bound %	NTR1 agonist	NTR1 agonist cell count 20 µM	UTI89 phage lysis	PhoP inhibition	TNAP activators	Myeloid diff MLP	Myeloid diff MLP GFP+ MAC1+ %	SV40 large T antigen
O=C(c1ccc(NS(=O)(=O)c2cccc(F)c2)cc1)N1CCCC1	8.8%	1.5%	i	30.0	-0.6	56	0.1%	-1.1%	x	i	0.3	20.8%
Cc1cc(OC(C(=O)O)c2ccccc2)c2c(C)c(Cc3ccccc3)c(=O)oc2c1 (centres undefined)	-4.5%	11.6%	i	60.4	4.8	59	-0.1%	-4.3%	x	i	1.2	31.5%
Cc1c(C)c2ccc(O)c(CN3CCN(C)CC3)c2oc1=O	x	0.8%	i	30.8	0.8	81	1.8%[50 µM]	6.7%	x	i	0.6	5.4%
COc1ccc(N2CCN(C(c3ccccc3OC)c3nnnn3C3CCCC3)CC2)cc1 (centres undefined)	28.0%	x	x	x	x	x	0.5%	-10.5%	1.1	i	1.6	13.0%
CCOC(=O)C1CCN(C(=O)C2CCN(S(=O)(=O)N3CCC4(CC3)OCCO4)CC2)CC1	5.1%	1.4%	i	22.9	-0.1	52	0.2%	-9.8%	x	i	0.8	13.5%
Cc1noc(/C=C/N(C)C)c1S(=O)(=O)N1CCCC(C(=O)NCc2cccs2)C1 (centres undefined)	1.2%	-0.9%	i	14.0	0.7	49	5.4%	-3.0%	1.3	i	1.8	16.3%
NC(=O)C1CCN(C(=S)NCc2ccc3c(c2)OCO3)CC1	11.7%	2.2%	i	53.3	-0.2	77	0.1%	1.2%	1.1	i	0.6	9.6%
CC(C)N(Cc1ccccc1)C(=O)Cn1c(=O)cnc2ccccc21	2.3%	0.5%	i	53.9	-0.3	59	1.3%[50 µM]	-0.5%	x	i	0.7	14.5%
CCc1nnc(NS(=O)(=O)c2ccc(N3C(=O)C4CC=C(Cl)CC4C3=O)cc2)s1 (centres undefined)	10.8%	-1.7%	i	44.8	2.0	62	0.3%	-13.0%	1.1	i	2.3	10.2%
O=C1CN(S(=O)(=O)c2ccccc2Cl)CCN1	5.9%	x	x	x	-0.3	77	1.5%[50 µM]	x	x	i	1.6	x
Cc1ccc(S(=O)(=O)Nc2nc3ccc(N)cc3s2)cc1	u	2.0%	i	46.9	2.4	43	1.6%	-6.7%	x	i	0.9	u
C/C(=N/Nc1ccc([N+](=O)[O-])cc1)c1c[nH]c2ccccc12	23.9%	u	i	35.5	2.5	75	0.3%	2.2%	x	+	21.0*	3.9%
O=C(CCC(=O)N1CCN(c2ccccc2F)CC1)c1ccc(Cl)s1	2.6%	x	i	40.9	-1.8	73	0.2%[50 µM]	x	x	i	1.0	x
O=C(Nc1cccnc1)c1ccc(NC(=O)c2ccco2)cc1	3.6%	-0.2%	i	45.1	-1.1	58	0.8%	2.7%	1.1	i	1.1	9.8%
O=C(c1ccc(F)cc1)N1C2CCC1CC(O)(c1ccccc1F)C2 (centres undefined)	2.5%	0.4%	i	38.3	-1.3	55	-1.0%	-5.8%	1.1	i	0.8	4.0%
Cn1c(N)c(C(=O)CSc2ccccn2)c(=O)n(C)c1=O	-1.2%	0.1%	i	51.7	-0.5	83	0.1%	10.0%	1.1	i	0.2	6.3%
CC(C)c1[nH]nc2c1C1(CCN(Cc3ccccc3)CC1)C(C#N)=C(N)O2	7.5%	1.1%	i	18.8	-1.4	99	0.1%	-6.3%	0.9	i	1.5	19.1%
CCCn1c(N)c(N(C)C)c(=O)n(CC(=O)Nc2ccc(OC(F)(F)F)cc2)c1=O	9.9%	1.5%	i	39.7	-2.4	54	5.4%	-13.6%	1	i	0.4	3.9%
C/C(=N/OC(=O)c1ccc(C(F)(F)F)cc1)c1oc(C)nc1C	8.8%	x	i	24.4	2.6	42	-0.8%	-8.6%	x	i	0.6	10.2%
COC(C[C@H]1O[C@@H]1C(=O)[C@H](C)OCc1ccccc1)OC	4.4%	3.8%	i	41.2	1.5	73	0.4%	x	x	i	0.5	10.0%
O=C(COc1ccc2c3c(c(=O)oc2c1)CCCC3)N1CCN(c2ccccc2)CC1	-0.7%	5.6%	i	43.3	0.1	58	0.6%	5.5%	x	i	1.0	5.8%
CCOc1ccc(CCNC(=O)COC(=O)/C=C/c2ccc(OCC#N)c(OC)c2)cc1OCC	-0.8%	1.1%	i	11.5	1.1	48	1.5%[50 µM]	-3.5%	1.1	i	0.6	7.9%
COc1ccccc1-c1c(C(F)(F)F)oc2cc(OC(=O)c3ccccc3[N+](=O)[O-])ccc2c1=O	6.7%	14.9%	i	33.3	1.4	89	0.1%	-5.6%	1.1	i	1.4	-0.5%
CC1(C)CC(c2csc(N)n2)CCO1 (centres undefined)	-7.5%	1.2%	i	23.0	1.7	39	-0.4%	0.8%	1.1	i	1.3	15.9%
COc1ccc(N(CC(O)CN2CCOCC2)S(=O)(=O)c2ccc(C)cc2)cc1 (centres undefined)	6.1%	1.3%	i	38.2	-1.6	53	-0.8%	2.7%	x	u	x	2.1%
C=CCn1c(C)cc(C2=NNC(=NCC)SC2)c1C	15.2%	2.7%	i	19.3	3.7	79	0.2%	7.6%	1.1	i	0.8	10.7%
Cc1c(C(=O)O)sc2ncn(C)c(=O)c12	5.4%	1.0%	i	24.6	-0.4	89	0.0%	-5.1%	1	i	0.1	1.1%
O=C1CC(c2cc(-c3ccccc3)no2)C1	2.4%	2.8%	i	13.2	-1.7	54	6.1%	-3.6%	x	i	2.1	5.1%
Cc1ccc(NCc2nnc(SCC(=O)OC3CCCCC3)o2)c(C)c1	2.7%	0.3%	i	46.9	-1.0	77	-0.4%	5.0%	1	i	1.1	-4.4%
COc1ccc(-n2c(=O)cc(N3CC(C)OC(C)C3)[nH]c2=O)cc1 (centres undefined)	-5.8%	1.7%	i	39.7	0.5	63	0.6%	-4.7%	1.1	i	0.3	3.2%
Cc1ccc(CNC(=O)CN2c3cccc4cccc(c34)S2(=O)=O)cc1	-9.3%	5.7%	i	38.9	-0.3	72	-0.4%[50 µM]	x	x	i	0.6	x
O=S(=O)(c1ccccc1)N(CC(O)CN1CCCC1)c1ccccc1 (centres undefined)	-9.4%	0.2%	i	13.6	0.5	41	-1.1%	3.6%	x	i	6.3	-1.4%
Nc1ccc(N2CCN(C(=O)c3ccco3)CC2)cc1	u	-0.3%	i	8.2	-1.2	56	0.2%	11.7%	1	i	6.0	u
COc1cccc(Nc2ncnc3c2cnn3C)c1	6.5%	1.0%	i	38.0	1.7	61	3.6%	9.2%	1.1	i	5.3	0.0%
CCOC(=O)c1csc(NC(=O)c2cccs2)n1	12.2%	0.4%	i	41.5	-0.2	63	0.1%	-1.8%	x	i	0.0	4.9%
COc1ccccc1NC(=O)c1cc(C(=O)Nc2ccccc2OC)n(C)n1	-14.0%	0.0%	i	30.9	-0.7	42	-0.8%	x	x	i	0.0	-0.5%
CC(C)C(=O)N=C1SC2CS(=O)(=O)CC2N1Cc1ccc(Cl)cc1 (centres undefined)	9.7%	x	i	30.1	0.2	56	3.6%	-3.2%	x	i	0.2	4.1%
COc1ccc(CNC(=O)CSc2nc3ccc(N)cc3s2)cc1	10.7%	1.7%	i	51.0	1.5	49	2.2%	8.9%	1.1	i	0.4	28.8%
COc1ccc(-n2c(C)nn(C)c2=O)c(OC)c1	3.5%	-1.0%	i	24.6	-0.4	69	-0.1%	3.0%	1.1	i	1.1	21.3%
CCCn1cnc2c(c1=O)c1nc3ccccc3nc1n2CCc1ccccc1	6.4%	0.9%	i	44.7	6.9	52	0.1%	-2.2%	1.1	u	x	7.9%
COc1ccccc1NC(=O)Nc1ccnn1C1CCN(C(=O)c2ccccn2)CC1	5.6%	2.8%	i	8.8	-0.6	62	-0.1%	-4.8%	x	i	0.0	4.6%
Cc1nn(-c2ccc(F)cc2)c2c1cc(C#N)c1nc3ccccc3n12	6.9%	0.4%	i	39.2	1.9	56	14.9%	-0.8%	1.1	i	0.8	3.3%
CS(=O)(=O)Nc1ccc(C2=NN(C(=O)c3ccco3)C(c3ccco3)C2)cc1 (centres undefined)	14.4%	4.3%	i	64.8	2.9	62	-0.2%	0.4%	x	i	1.0	13.6%
CC1CCCC(NC(=O)Nc2cccs2)C1C (centres undefined)	9.7%	5.8%	i	38.2	-2.2	89	0.0%	1.4%	1.1	i	0.8	6.3%
COC(=O)N/N=C/c1cn(CCCOc2ccc(C)cc2)c2ccccc12	8.5%	1.4%	i	25.0	6.4	38	0.2%	-6.9%	1	i	0.5	4.7%
O=C1COc2ccc(C(=O)c3ccccc3)cc2CN1	4.4%	3.1%	i	24.9	1.3	50	2.9%	-1.1%	1.1	i	8.6	0.1%
COc1ccc(C(=O)NCC(=O)OCC(=O)NCCC2=CCCCC2)cc1	0.6%	-0.8%	i	48.3	-1.5	100	0.0%	0.7%	1.1	i	0.6	8.8%
COc1ccccc1-n1nnnc1SCC(=O)NCC1CCCO1 (centres undefined)	2.7%	-1.0%	i	16.4	-1.0	58	1.2%[50 µM]	-0.5%	x	i	0.3	17.6%
CCC(C)NC(=O)C1CCCN(S(=O)(=O)c2ccc3c(c2)CC(C)N3C(C)=O)C1 (centres undefined)	6.0%	-0.1%	i	33.1	-2.2	58	-0.7%	x	x	i	3.6	x
CCN(CC)C(=O)C(C(=O)c1cccc([N+](=O)[O-])c1)n1cc(Cl)ccc1=O (centres undefined)	5.4%	0.6%	i	21.7	1.1	38	0.6%	-0.5%	1	i	0.4	22.6%
